CHO parental Ca: counter-screen for OX1R antagonists: effect in parental CHO cells; parental CHO-K1, ATP-induced calcium, Fluo-8 fluorescence; inhibition, % at 5.6 µM; 0.63% of 330,000 active;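 active means inhibition above that plate's mean sample inhibition plus 3 SD, cut at about 26% in these data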;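 further: 0% = ATP-challenged DMSO wells and 100% = DMSO wells without ATP; some compounds past the cut are filed as inactive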
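Test system: untransfected parental CHO cell line. Compound: one dose, 5.6 µM nominal. Detection: intracellular calcium via Fluo-8 no-wash fluorescent dye. Measure: % inhibition. Benchmarks: ATP-challenged DMSO wells low, unchallenged DMSO wells high.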
CHO-K1 Ca antag: nonselective inhibitor or artifact in parental CHO-K1 cells. ATP-induced calcium, Fluo-8 fluorescence. inhibition, % at 3 µM. 0.6% of 360,000 active;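 active means inhibition above a per-plate cutoff, the plate's mean sample inhibition plus 3 SD, cut at about 24% in these data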;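 further: 0% = DMSO plus EC80 ATP and 100% = DMSO alone without ATP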
M1 ag: agonists of human M1 muscarinic receptor; activation, % at 3 µM; CHO-K1 hM1, Fluo-8 calcium fluorescence, agonist mode; 0% DMSO, 100% acetylcholine EC100; 0.33% of 360,000 active; P11229; AID 588814;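 active means activation above the run's mean compound activation plus 3 SD, cut at about 16% in these data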;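 further: peak over basal fluorescence ratio within a 140 s kinetic read after compound addition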
Target sequence (P11229 whole entry, looked up): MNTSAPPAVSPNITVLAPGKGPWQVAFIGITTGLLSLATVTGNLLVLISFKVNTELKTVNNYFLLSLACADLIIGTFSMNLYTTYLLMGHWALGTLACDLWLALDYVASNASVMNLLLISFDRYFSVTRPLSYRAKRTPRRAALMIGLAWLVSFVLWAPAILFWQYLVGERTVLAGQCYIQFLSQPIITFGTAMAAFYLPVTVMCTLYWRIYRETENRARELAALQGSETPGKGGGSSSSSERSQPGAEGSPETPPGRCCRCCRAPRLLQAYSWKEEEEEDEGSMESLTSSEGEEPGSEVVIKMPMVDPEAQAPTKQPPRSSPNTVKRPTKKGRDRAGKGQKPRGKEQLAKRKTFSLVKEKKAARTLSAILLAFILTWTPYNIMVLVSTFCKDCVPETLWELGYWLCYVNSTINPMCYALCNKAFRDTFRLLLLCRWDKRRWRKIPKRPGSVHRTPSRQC
CHRM1 PAM: human CHRM1 positive allosteric modulation; P11229; CHO-K1 hM1, Fluo-8 calcium fluorescence, ACh EC20; 0% = ACh EC20, 100% = maximal ACh; 0.088% of 360,000 active; activation, % at 3 µM; AID 588819; in the data active means activation above about 19%, passing the limit was not always enough
M1 ag parental: nonselective activator or artifact in parental CHO-K1 cells | Fluo-8 calcium fluorescence; scaled to maximal ATP response, vehicle zero | activation, % at 3 µM | 0.48% of 360,000 active | AID 602248; in the data active means activation above about 15%;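 further: untransfected CHO-K1 host cells lacking M1 receptor as counterscreen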
TAAR1 antag: antagonists of human TAAR1; Q96RJ0; CHO RD-HGA16 TAAR1, Fluo-8 calcium fluorescence, antagonist; inhibition, % at 3 µM; 1.5% of 360,000 active; AID 624466;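 active means inhibition above a per-plate cutoff, the mean inhibition of test compounds on that plate plus 3 SD, cut at about 49% in these data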;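 further: 0% = DMSO plus EC80 beta-PEA response and 100% = DMSO alone without agonist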
Target sequence (Q96RJ0 whole entry, looked up): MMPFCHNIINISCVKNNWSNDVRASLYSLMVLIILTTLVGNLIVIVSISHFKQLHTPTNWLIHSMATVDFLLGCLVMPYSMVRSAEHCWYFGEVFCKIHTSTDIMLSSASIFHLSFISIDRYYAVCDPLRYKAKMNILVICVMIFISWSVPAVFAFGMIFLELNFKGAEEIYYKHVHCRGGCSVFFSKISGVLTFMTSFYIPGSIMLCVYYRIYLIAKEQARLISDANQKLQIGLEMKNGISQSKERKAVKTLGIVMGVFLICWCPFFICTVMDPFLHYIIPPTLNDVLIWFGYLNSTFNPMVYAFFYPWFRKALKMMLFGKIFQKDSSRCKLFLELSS
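Test system: RD-HGA16 CHO cells with stable hTAAR1 and Gα16 / Probe or stimulus: EC80 β-phenethylamine stimulus / Times: seeding 17-24 h prior, 75-min 37 °C, 30-min RT dye loading / Detection: Fluo-8 calcium-sensitive fluorescence / Read-out basis: % inhibition scaled between DMSO and EC80 PEA controls / Repeats: singlicate, one well per test compound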
TAAR1 agonist: agonists of human TAAR1 | AID 624467 | activation, % at 3 µM | Q96RJ0 | 0.99% of 360,000 active | CHO RD-HGA16 TAAR1, Fluo-8 calcium fluorescence; vehicle wells 0%, saturating PEA agonist 100%;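 active means activation above the mean activation of all test compounds in the run plus 3 SD, cut at about 38% in these data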
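Test system: RD-HGA16 (CHO) cells co-expressing Gα16 and hTAAR1 / Benchmarks: DMSO vehicle as 0%, PEA at EC100 as 100% / Repeats: no replicates (n 1) / Measure: % activation from peak over basal fluorescence ratio, DMSO-to-PEA scaled / Timing: 17-24 h plating, Fluo-8 75 min 37 °C, 30 min RT / Technique: kinetic Fluo-8 calcium fluorescence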
CHRM1 antagonist: human CHRM1 antagonism. P11229. CHO-K1 hM1, Fluo-8 calcium fluorescence, ACh EC80 antagonist. inhibition, % at 3 µM. 1.3% of 360,000 active. AID 588852;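 active means percent inhibition above its own plate's cutoff, namely the mean of that plate's compound wells plus 3 SD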;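 further: peak over basal fluorescence ratio during 140 s after agonist addition; 0% = ACh EC80 plus DMSO and 100% = DMSO alone without agonist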
M1 PAM parental: counter-screen for M1 PAMs: effect in parental CHO-K1 cells; AID 602247; ATP EC20, Fluo-8 calcium fluorescence; 0% at ATP EC20, 100% at ATP max; 0.02% of 360,000 active; activation, % at 3 µM;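 active means activation above the run cutoff, the mean activation of all test compounds plus 3 SD, cut at about 40% in these data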;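 further: peak over basal fluorescence ratio in a 140 s read after ATP addition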
Numbers without * were called inactive; · = no result given.

Molecule	CHO parental Ca	CHO-K1 Ca antag	M1 ag	CHRM1 PAM	M1 ag parental	TAAR1 antag	TAAR1 agonist	CHRM1 antagonist	M1 PAM parental
O=C(CN1C(=O)NC2(CCCCCCC2)C1=O)NCc1ccc(F)cc1	-22	-14	-3	5	0.4	-20	3	-6	15
CCN1CCCC1CNC(=O)C(NC(=O)C1CCC(C)CC1)C(C)C (stereo not drawn)	-7	-4	-6	3	-0.4	15	2	1	19
COc1ccc(OCC#CCn2ccnc2)cc1	2	3	-3	2	-0.3	17	2	7	4
COc1ccc(CNC(=O)COC(=O)CCN2C(=O)C3CC=CCC3C2=O)cc1OC (stereo not drawn)	-5	-10	-3	-6	0.5	-9	6	14	6
O=C(Cc1ccccc1)c1ccc(O)cc1	·	-9	0	1	2.4	13	0	-2	9
CS(=O)(=O)c1cccc(S(=O)(=O)N2CCCCCC2)c1	-16	1	-1	-4	0.7	-3	3	13	-21
CCOC(=O)C(NCc1ccccc1OC)(NC(C)=O)C(F)(F)F (stereo not drawn)	-4	-11	-3	13	0.1	-13	21	-18	21
O=C(c1ccco1)c1cn[nH]c1-c1ccc(Cl)cc1O	-7	-8	-1	2	1.1	-13	6	-2	16
Cc1ccc(Cl)cc1-c1cc(C(=O)NCc2ccccc2)[nH]n1	·	-27	-5	-2	0.9	14	2	-13	35
C=CCNC(=O)c1ccc(CN(c2ccc(OCC)cc2)S(=O)(=O)c2ccc(C)cc2)cc1	-24	-9	-1	7	0.1	24	12	-25	7
Cc1ccc(C(=O)NNC(=O)Cn2ccc(C(F)(F)F)n2)o1	-5	0	13	23	-0.5	-2	2	5	-1
COc1cc(/C=N/Nc2cc(C)nc(NS(=O)(=O)c3ccccc3)n2)ccc1O	-23	-12	-3	5	-0.1	3	0	-21	13
CSc1ccc(/C=C(\C#N)C(=O)Nc2cccc(C)c2)cc1	-24	-14	-4	8	1.5	-13	1	-10	15
COC1CC(NC(C)=O)C(OC(=O)c2ccccc2)C(CBr)O1 (stereo not drawn)	·	-4	-4	12	0.2	1	0	-11	9
CC(=O)N1N=C(c2ccco2)CC1c1cc2ccc(C)cc2nc1Cl (stereo not drawn)	-11	-9	-2	7	3.6	-16	7	-2	14
CCCCNS(=O)(=O)CCNCCc1ccccc1	-9	-7	-4	6	0.6	-7	32	-13	15
COc1ccc(/C=N/N2CCN(c3ccc(Cl)cc3)CC2)cc1O	-9	-8	-3	9	0.2	-6	-2	-22	8
COc1ccc2nc(SCC(=O)N3CCNC3=O)[nH]c2c1	-3	-9	-4	3	0.1	5	5	-6	12
CCOP(C)(=O)C1(C(=O)OCc2ccccc2)CC1 (stereo not drawn)	-16	17	0	3	-0.4	4	1	-6	-6
Cc1cccc(NC(=O)c2ccc(COc3cccc4ccccc34)o2)n1	-24	13	-1	-1	0.1	25	-1	-3	-11
CCS(=O)(=O)n1nc(-c2ccco2)nc1N	-4	-4	-5	13	1.7	7	8	-15	15
NC(N)=Nc1nc(-c2ccccc2)c2ccccc2n1	-2	-6	-16	5	0.2	7	5	5	18
CN(CC(=O)NC1CC1)S(=O)(=O)c1cc(Cl)ccc1Cl	·	-8	0	16	0.4	-21	1	-21	11
CC(C)(C)C1CCc2onc(C(=O)NCc3ccc(F)cc3)c2C1 (stereo not drawn)	-30	-15	-9	0	-0.4	-24	13	-3	7
CC(C)NC(=O)c1ccccc1NC(=O)CS(=O)(=O)Cc1ccccc1	-12	-7	-6	5	0.5	0	13	-2	17
CCOC(=O)C1=C(c2ccccc2)OC(N)=C(C#N)C1c1ccc(Cl)s1 (stereo not drawn)	-19	-17	-8	-4	0.3	-15	9	-1	24
Cc1c(C)n(CC(O)CN2CCN(C)CC2)c2ccccc12 (stereo not drawn)	-13	-6	-4	3	0.8	-31	1	-5	6
Cc1ccc(C(=O)NCCCNC(=O)c2ccccn2)cc1	-12	-6	-4	7	-0.5	-19	2	-6	-14
COc1cc(CNC(=O)c2cc(-c3cc(Cl)ccc3C)n[nH]2)cc(OC)c1	·	-6	-4	3	1.7	-8	1	-10	5
COc1cc(/C=N/NC(=O)c2ccoc2C)ccc1O	-1	5	-7	4	7.1	-12	2	-3	18

Nothing new here: 4 of the compounds above.
Molecule	CHO parental Ca	CHO-K1 Ca antag	M1 ag	CHRM1 PAM	M1 ag parental	TAAR1 antag	TAAR1 agonist	CHRM1 antagonist	M1 PAM parental
O=C(CN1C(=O)NC2(CCCCCCC2)C1=O)NCc1ccc(F)cc1	-22	-14	-3	5	0.4	-20	3	-6	15
CCN1CCCC1CNC(=O)C(NC(=O)C1CCC(C)CC1)C(C)C (stereo not drawn)	-7	-4	-6	3	-0.4	15	2	1	19
COc1ccc(OCC#CCn2ccnc2)cc1	2	3	-3	2	-0.3	17	2	7	4
COc1ccc(CNC(=O)COC(=O)CCN2C(=O)C3CC=CCC3C2=O)cc1OC (stereo not drawn)	-5	-10	-3	-6	0.5	-9	6	14	6

(further entries)
Molecule	CHO parental Ca	CHO-K1 Ca antag	M1 ag	CHRM1 PAM	M1 ag parental	TAAR1 antag	TAAR1 agonist	CHRM1 antagonist	M1 PAM parental
COc1ccc(C)cc1S(=O)(=O)N(CC(N)=O)Cc1ccccc1	4	10	5	17	0.9	-17	1	-25	7
COc1ccc(C(C(=O)NC2CCCC2)N(C(=O)c2ccco2)c2cc3c(cc2C(C)=O)OCO3)cc1 (stereo not drawn)	-14	11	4	20	-1.1	-7	3	-11	2
CCOc1cc(/C=N/NC(=O)CN2CCOCC2)ccc1OCc1ccccc1	0	5	-4	-2	0.8	-4	4	-1	-7
COc1ccc(-n2nc(C(=O)NCC(=O)N3CCN(C)CC3)c3ccccc3c2=O)cc1OC	-23	-13	-2	2	0.9	7	7	-1	14
CC(C)(C)C1CCC(=O)N(CCC#N)CC1 (stereo not drawn)	-1	-1	-5	7	0.2	-18	5	-7	1
COc1cccc(N=Cc2c(O)c3ccccc3oc2=O)c1	-14	-8	-5	6	0.9	17	1	-11	10
O=C(c1ccc(N2CCN(C(=O)c3cccc(F)c3)CC2)cc1)c1cccc(F)c1	-4	11	0	2	1.9	53*	4	-8	-25
CC(C)CCNS(=O)(=O)c1ccc(-c2ccc(S(=O)(=O)NCCC(C)C)cc2)cc1	-2	-25	1	5	0.8	46	0	-12	13
O=C(CCc1ccc(S(=O)(=O)N2CCOCC2)cc1)Nc1nc(COc2ccccc2)cs1	1	-1	-4	-18	11	35	19	18	5
Cc1[nH]c2ccccc2c1SCC(=O)N1CCOCC1	4	-4	-4	1	1.7	-12	1	-3	21
O=C(Oc1c(Cl)cc(Cl)c2cccnc12)c1cccc([N+](=O)[O-])c1	16	8	-6	5	1.5	·	·	9	20
S=C(NCc1cccnc1)Nc1ccc(Cl)cc1Cl	-9	-6	-7	7	1.1	-8	4	-5	19
CCN(C(=O)CSc1nc2ccc(O)cc2c(=O)n1-c1ccc(OC)c(OC)c1)C1CCS(=O)(=O)C1 (stereo not drawn)	·	1	-5	3	1.6	8	0	5	6
COC(=O)CCC(=O)NNC(=O)c1ccc(Cl)cc1Cl	-8	-7	-3	0	0.6	8	3	-7	11
Cc1ccc(S(=O)(=O)N2CCN(C(=O)N3CCOCC3)CC2)c(C)c1	-6	-3	-3	1	0.1	15	-1	-6	2
CC(C)c1nnc(NC(=O)C2CCCN2S(=O)(=O)c2ccc(Cl)cc2)s1 (stereo not drawn)	-11	-11	-4	10	0.7	-6	9	-5	29
N#Cc1cccc(OC(=O)c2ccc3c(=O)n4c(nc3c2)CCC4)c1	-8	-6	4	8	2.0	-6	2	-16	-21
CC1CCN(CCC(=O)Nc2ccc3c(c2)CCC3)CC1	-25	-8	-9	-15	12	-2	1	7	22
O=C(Nc1ccc([N+](=O)[O-])cc1Br)c1cccnc1	-6	-3	-5	-6	0.1	0	5	10	0
CC1CCCN(C(=O)CNC(=O)c2sc3ccccc3c2Cl)C1 (stereo not drawn)	·	-7	-4	4	0.1	-14	-3	-6	-9
O=c1c(C(c2ccc(O)cc2)c2c(O)nc3n(c2=O)CCCS3)c(O)nc2n1CCCS2	5	4	-1	6	-0.1	-7	21	-13	12
CCCS(=O)(=O)C(=C(Nc1ccc(OC)cc1)Nc1ccc(OC)cc1)S(=O)(=O)CCC	-18	-6	-5	6	0.0	-10	5	-6	22
CC(C)C[C@H](NC(=O)N1CCn2c1nc1ccccc12)C(=O)NCC1CCCO1 (stereo partly drawn)	-4	-9	-3	7	0.5	-1	2	-10	8
Cn1c(=O)c2c(nc(SCC(=O)c3cccs3)n2Cc2ccc(F)cc2)n(C)c1=O	-18	9	9	11	0.1	10	12	-9	-15
CCC(CC)NC(=O)c1cc([N+](=O)[O-])ccc1N1CCOCC1	-5	-13	-6	12	-0.1	-12	0	-4	15
FC(F)(F)c1ccc(-c2nnc(-c3cccnc3)o2)cc1	-11	-10	-1	1	0.9	3	0	1	8
Cc1ccccc1NC(=O)C(Cc1ccccc1)n1cccc1 (stereo not drawn)	-15	-10	-4	0	1.1	-21	5	-1	15
CCOc1ccc(CN2CCNC(=O)C2CC(=O)NCCCC2CCCC2)cc1 (stereo not drawn)	-27	-3	-5	2	-0.8	-10	-2	-5	-8
COc1ccc2cc(C(=O)OC(C)C)sc(=O)c2c1OC	-2	-6	-4	2	1.7	-7	-1	0	10
O=C(COC(=O)c1ccc(OC(F)F)cc1)NCc1cccs1	-9	-11	-3	2	0.7	-12	-2	3	-10

Additional records follow:
Molecule	CHO parental Ca	CHO-K1 Ca antag	M1 ag	CHRM1 PAM	M1 ag parental	TAAR1 antag	TAAR1 agonist	CHRM1 antagonist	M1 PAM parental
COc1ccccc1Cc1c(-c2ccc(C#N)cc2)nc2ccc(Br)cn12	·	-25	-3	3	1.0	-19	1	-27	5
COCCn1c(SCC(=O)c2ccc(F)cc2)nnc1C(C)C	-13	-4	-3	7	0.2	-5	12	-13	14
COc1ccc(C(C(=O)NC2CCCCC2)N(C(=O)CCl)c2ccc(C)cc2)cc1 (stereo not drawn)	-2	-9	-5	9	2.0	8	1	-9	24
COCC(C)NC(=S)NCCc1ccc(Cl)cc1Cl (stereo not drawn)	-1	-13	-5	-3	0.8	16	9	10	-1
CCCCn1c(=O)n(Cc2cccc(F)c2)c(=O)c2c1ncn2Cc1ccco1	-26	-1	-5	-10	3.6	28	17	17	16
O=C(CN1CCCCC1)Nc1cccc(Cl)c1Cl	-7	-1	-5	2	1.9	-15	7	-7	2
O=c1[nH]cnc2sc3c(c12)CN(Cc1ccccc1)CC3	-8	-12	-8	14	1.2	·	·	-19	5
CCOC(=O)N1CCN(C(=O)c2cccc(S(=O)(=O)Nc3ccccc3Cl)c2)CC1	-21	-11	-4	4	0.3	-9	3	-7	11

Rows were taken by chance; any-hit rate near 4.4%.
